# CCR6 antagonist – blocks CCL20-driven beta-arrestin recruitment at human CCR6. P51684. CHO-K1 CCR6 PathHunter beta-arrestin, luminescence, CCL20-stimulated. inhibition, % at 20 µM. hit rate 0.49% among 340,000. AID 493098;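 active = compounds whose inhibition of the agonist-driven luminescence signal at 20 µM reaches about 50%, limit read from the data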;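 note: cells stimulated with CCL20 at 14 nM final; plate controls were DMSO with CCL20 for no effect and DMSO without agonist for full effect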
# Target sequence (P51684 whole entry, looked up): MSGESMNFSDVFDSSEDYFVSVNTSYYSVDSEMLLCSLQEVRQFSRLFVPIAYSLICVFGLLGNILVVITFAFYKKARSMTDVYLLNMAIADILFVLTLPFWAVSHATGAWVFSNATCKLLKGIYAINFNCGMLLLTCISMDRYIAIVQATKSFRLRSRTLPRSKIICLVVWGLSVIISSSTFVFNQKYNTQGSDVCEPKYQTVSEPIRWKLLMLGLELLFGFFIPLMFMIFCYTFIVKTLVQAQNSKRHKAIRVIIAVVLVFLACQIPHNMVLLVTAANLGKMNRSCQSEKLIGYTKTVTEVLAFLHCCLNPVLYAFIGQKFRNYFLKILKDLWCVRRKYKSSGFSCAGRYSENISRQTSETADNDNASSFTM
# UBC13 inh – blocks human UBC13 polyubiquitin chain formation. AID 485273. hit rate 0.47% among 330,000. TR-FRET. inhibition, % at 20 µM. P61088; in the data active = inhibition above about 45%, passing the limit was not always enough
# EBI2 block – blocks human EBI2 receptor beta-arrestin signaling. P32249. EBI2 beta-arrestin recruitment, luminescence, 7a,25-OHC stimulated. inhibition, % at 5 µM. hit rate 0.81% among 360,000; in the data active = inhibition above about 38%;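 note: enzyme fragment complementation signal reports receptor beta-arrestin coupling in cells; 0% = agonist plus DMSO wells and 100% = wells without agonist; some results beyond the cut were filed as inactive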
# Target sequence (P32249 whole entry, looked up, the tested form may be a part): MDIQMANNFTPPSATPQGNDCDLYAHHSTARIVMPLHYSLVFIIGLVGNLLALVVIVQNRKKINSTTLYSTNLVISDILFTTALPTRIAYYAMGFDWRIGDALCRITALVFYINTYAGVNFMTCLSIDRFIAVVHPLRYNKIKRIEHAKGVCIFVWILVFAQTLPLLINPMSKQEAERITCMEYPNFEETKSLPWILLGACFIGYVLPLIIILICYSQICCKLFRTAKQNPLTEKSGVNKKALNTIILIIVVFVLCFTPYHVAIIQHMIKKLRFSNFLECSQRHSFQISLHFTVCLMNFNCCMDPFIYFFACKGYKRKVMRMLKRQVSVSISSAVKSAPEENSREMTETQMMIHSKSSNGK
# CXCR6 block – CXCR6 (human) receptor inhibition. inhibition, % at 20 µM. hit rate 0.36% among 360,000. CHO-K1 PathHunter CXCR6 beta-arrestin, luminescence. O00574; in the data active = inhibition above about 34%, passing the limit was not always enough;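 note: antagonist mode with CXCL16 agonist at 10 nM final; 0% = 10 nM CXCL16 with DMSO and 100% = unstimulated wells without agonist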
# Target sequence (O00574 whole entry, looked up): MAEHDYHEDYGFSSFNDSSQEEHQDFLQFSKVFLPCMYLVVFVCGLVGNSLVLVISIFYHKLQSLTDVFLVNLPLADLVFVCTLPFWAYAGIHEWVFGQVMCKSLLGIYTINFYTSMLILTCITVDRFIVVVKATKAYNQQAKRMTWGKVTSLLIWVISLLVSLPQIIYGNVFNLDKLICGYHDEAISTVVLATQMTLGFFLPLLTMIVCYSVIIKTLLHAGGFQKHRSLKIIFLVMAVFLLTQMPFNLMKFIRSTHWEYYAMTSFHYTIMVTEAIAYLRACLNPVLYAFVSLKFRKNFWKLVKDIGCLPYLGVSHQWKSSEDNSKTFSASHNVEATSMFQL
# APJ antagonist – antagonists of human APJ apelin receptor | P35414 | CHO-K1 APJ beta-arrestin complementation, luminescence | inhibition, % at 20 µM | hit rate 0.32% among 330,000;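 active = inhibition above about 40% at 20 µM, limit read from the data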;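 note: cells challenged with 10 nM apelin-13 agonist together with compound; plate controls were apelin-13 plus DMSO wells for no effect and DMSO wells lacking apelin-13 for full effect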
# 697 NFkB inh – inhibitors of the PMA/ionomycin-induced NF-kB reporter in 697 B cells; 697 B-cell NF-kB luciferase reporter, 16 h; inhibition, % at 4 µM; hit rate 0.33% among 330,000; AID 435022; in the data active = inhibition above about 35%
# Jurkat NFkB inh – lowers PMA/ionomycin-induced NF-kB signal in Jurkat cells; hit rate 0.53% among 330,000; inhibition, % at 4 µM; PMA/ionomycin-induced NF-kB luciferase reporter, luminescence; AID 435003; in the data active = inhibition above about 50%
# Gli-Sufu block – blocks Gli-Sufu signaling in a luciferase reporter | hit rate 0.74% among 340,000 | inhibition, % at 5 µM | Sufu-KO-LIGHT fibroblasts, Gli luciferase reporter luminescence;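 active = inhibition above about 55%, limit read from the data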;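 note: 0% = DMSO-treated cells and 100% = wells with medium but no cells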
# Numbers without * were called inactive; x = no result given.
SMILES,CCR6 antagonist,UBC13 inh,EBI2 block,CXCR6 block,APJ antagonist,697 NFkB inh,Jurkat NFkB inh,Gli-Sufu block
Cc1nnc(SCC2=C(C(=O)O)N3C(=O)C(NC(=O)COc4ccccc4)C3SC2)s1 (stereo unspecified),1,0,3,-15,15,4,-1,0
c1ccc(-c2noc(CN3CCN(c4ccccc4)CC3)n2)cc1,18,6,-1,0,16,5,4,2
COc1ccc(CC(=O)NNS(=O)(=O)c2ccccc2[N+](=O)[O-])cc1OC,-9,0,0,-9,1,15,2,18
CC(=O)Nc1nonc1NC(=O)CSc1nc2ccccc2o1,6,-7,-4,2,3,10,9,0
Cc1cccc(C(O)C(O)c2cccc(C)n2)n1 (stereo unspecified),5,x,-4,4,x,x,x,1
CCC(c1nnnn1C(C)(C)C)N(Cc1ccco1)Cc1cc2cccc(C)c2[nH]c1=O (stereo unspecified),8,0,4,10,11,12,4,11
CCOc1ccc(OCc2cccc(C(=O)N3CCOCC3)c2)cc1,10,7,2,-9,-2,23,53*,-146
COCCN(C(=O)c1ccc(-c2ccc(Cl)cc2)o1)c1c(N)n(CC(C)C)c(=O)[nH]c1=O,7,-3,-3,-3,4,3,18,-1
COc1cc(/C=N/NC(=O)c2ccc(N3CCCC3=O)cc2)ccc1O,-7,-12,-13,6,-10,-263,4,-3
CCC(=O)N(Cc1ccccc1)c1ccccn1,-3,-10,-3,4,4,14,-4,4

# Profiles, quoted from the list:
# `COCCN(C(=O)c1ccc(-c2ccc(Cl)cc2)o1)c1c(N)n(CC(C)C)c(=O)[nH]c1=O` reads CCR6 antagonist = 7; UBC13 inh = -3; EBI2 block = -3; CXCR6 block = -3; APJ antagonist = 4; 697 NFkB inh = 3; Jurkat NFkB inh = 18; Gli-Sufu block = -1
# `Cc1nnc(SCC2=C(C(=O)O)N3C(=O)C(NC(=O)COc4ccccc4)C3SC2)s1` (stereo unspecified) reads CCR6 antagonist = 1; UBC13 inh = 0; EBI2 block = 3; CXCR6 block = -15; APJ antagonist = 15; 697 NFkB inh = 4; Jurkat NFkB inh = -1; Gli-Sufu block = 0

# Remaining list, next part.
SMILES,CCR6 antagonist,UBC13 inh,EBI2 block,CXCR6 block,APJ antagonist,697 NFkB inh,Jurkat NFkB inh,Gli-Sufu block
O=C(NCCCO)c1ccc2nc(-c3ccco3)c(-c3ccco3)nc2c1,-3,x,-21,0,x,x,x,-3
CC(C(=O)NC1CCCC1)N(C(=O)CS(=O)CC(=O)Nc1ccc(F)cc1)c1ccc2c(c1)OCCO2 (stereo unspecified),-6,2,-2,-7,21,12,-10,3
CCOc1cc(/C=C2\CCCc3c2nc2ccccc2c3C(=O)O)ccc1OC,-5,-26,-6,-11,-68,0,-17,12
Cc1cnc([N+](=O)[O-])n1CCOC(=O)NC(=O)c1ccccc1Cl,0,-8,-5,-1,2,9,-3,5
O=C(CCN1C(=O)c2ccccc2C1=O)Nc1ccccn1,-9,5,-2,3,10,-6,1,0
Cc1ccc(S(=O)(=O)N2CCN=C2SCc2ccccc2)cc1,17,7,4,5,14,-1,5,-3
Cc1nc2c(C(=O)NCCC(C)C)c[nH]n2c(=O)c1Cc1ccccc1F,6,-20,18,9,11,-6,1,2
Cc1ccc(S(=O)(=O)N(C)C)cc1NC(=O)COC(=O)CCCOc1ccccc1,2,0,2,-5,-7,8,1,4
Cc1ccc(CNC(=O)C2CCN(S(=O)(=O)c3ccc4c(c3)CC(C)N4C(=O)C3CCC3)CC2)o1 (stereo unspecified),7,-3,-1,0,-7,11,15,10
Cc1cc(C(=O)O)ccc1NCc1cccnc1,-2,-4,-1,-3,7,-8,-9,8
NS(=O)(=O)c1ccc(CCNC(=O)C(=O)NCC2OCCN2S(=O)(=O)c2cccs2)cc1 (stereo unspecified),4,-5,5,1,4,-25,-3,3
COc1ccc(C2=NNC(c3cccnc3)=Nc3ccccc32)cc1,27,7,-1,-3,12,-1,-1,-2
O=C(c1ccc(Cl)c([N+](=O)[O-])c1)N(Cc1ccccc1)C1CCS(=O)(=O)C1 (stereo unspecified),-1,9,-1,-2,-10,-9,12,29
O=C(Nc1cccc(Br)c1)c1ccc(CSc2ccccc2)cc1,18,5,20,-9,-4,4,-2,-22
O=C1C2CCCCN2C(=O)N1CCCCN1CCN(c2cccc(C(F)(F)F)c2)CC1 (stereo unspecified),5,x,-7,7,x,x,x,-3
Cc1ccc(S(=O)(=O)N2CCOCC2)cc1NC(=O)C(c1ccc(Cl)cc1)C(C)C (stereo unspecified),25,-2,10,13,14,-19,-15,-1
Cc1sc(NC(=O)C2=COCCO2)nc1-c1ccc(Cl)cc1,5,8,2,-7,4,-37,-12,20
O=C(NCCc1ccc(Cl)cc1)C1CCC(CNc2c(N3CCCCC3)c(=O)c2=O)CC1 (stereo unspecified),7,-4,6,-4,0,-13,-21,2
Cc1ccc(SCCNC(=S)Nc2cc(C)cc(C)c2)cc1,22,6,9,-9,-5,28,-3,3
COc1cccc(OCc2cc(C(=O)NCc3ccc4c(c3)OCO4)no2)c1,10,-12,8,2,3,-23,-2,-4
COc1cccc(NC(=O)CN(c2cccc(C(F)(F)F)c2)S(C)(=O)=O)c1,18,5,2,6,18,8,16,11
CCC1=C(OC(=O)N(CC)CC)N2C(=O)OC(=NCCc3c[nH]c4ccccc34)[C@]2(C)[C@H]2C1=CC[C@H]1C(=O)N(CC(=O)OC)C(=O)[C@H]12,-3,-6,4,-4,10,8,8,3
C=CC[C@@H](CC(=O)OC(C)(C)C)C(=O)OC[C@H]1CCCN1C(=O)[C@@H](CC=C)CC(=O)N[C@H](CO)Cc1ccccc1,-1,-3,11,-4,-17,-6,-7,7
CC1CN(C(=O)c2cc3c(=O)n4ccccc4nc3n2C)CC(C)O1 (stereo unspecified),8,8,-14,-8,13,-22,1,-20
O=C(CSc1nccn(-c2ccc(Br)cc2)c1=O)NCc1ccccc1,3,12,11,0,2,-1,-12,4
C=CCn1c2ccccc2c(=O)c2cc(C#CC3(O)CCCCC3)ccc21,21,3,23,13,9,-231,-277,-28
CCN(CC(=O)Nc1ccc(OC(F)F)cc1)C1CCCCC1,0,-5,4,8,2,7,6,10
CCCNC(=O)c1ccccc1NC(=O)C1COc2ccccc2O1 (stereo unspecified),3,8,1,-1,14,14,7,8
O=C(c1cc2c(s1)-c1ccccc1OC2)N1CCN(c2ccccc2)CC1,3,11,60*,0,18,5,10,0
CN(C)CCCNC(=O)c1cc(Br)ccc1O,2,-3,14,0,10,0,12,-25
O=C(NCc1ccccc1)c1ccc(OCC2CCCO2)cc1 (stereo unspecified),3,2,1,5,9,-4,-8,-5
COc1ccc(OC)c(-c2cc(C3CCN(C(=O)OC(C)(C)C)CC3)[nH]n2)c1,-4,-3,1,-6,3,-34,-6,-7
CC(=O)c1ccc(NC(=O)c2c(C)nn(-c3ccccc3)c2Cl)cc1,4,-5,-4,-7,-1,-47,-55,-26
CCOC(=O)c1c(C)[nH]c(C(=O)Cn2nnc(-c3ccccc3Cl)n2)c1C,-6,0,10,2,-13,-16,-14,-16
Cc1cc(Br)c2c(c1)=C(c1sc(N3CCCCCC3)nc1O)C(=O)N=2,18,x,2,1,x,x,x,3
C/C(=N\NC(N)=O)c1ccc(Cl)cc1,-4,-2,-12,-15,14,10,-12,4
CCCCn1c(N)c(N(CC(C)C)C(=O)CSc2nnc(-c3ccc(Cl)cc3)o2)c(=O)[nH]c1=O,7,-4,-7,8,5,1,11,-2
Cc1ccnc(SC2CC(=O)N(c3ccc(C(C)C)cc3)C2=O)n1 (stereo unspecified),3,-4,3,-5,-13,-6,4,-1
Cc1ccccc1C(=O)Nc1nnc(-c2cccnc2)o1,6,9,-1,-13,-3,12,10,-1
Oc1ccc(N2CCN(c3ncnc4sc(-c5ccccc5)cc34)CC2)cc1,-4,x,16,-5,x,x,x,22

# Quoted at random: 2 entries already listed, in no set order.
SMILES,CCR6 antagonist,UBC13 inh,EBI2 block,CXCR6 block,APJ antagonist,697 NFkB inh,Jurkat NFkB inh,Gli-Sufu block
CCCCn1c(N)c(N(CC(C)C)C(=O)CSc2nnc(-c3ccc(Cl)cc3)o2)c(=O)[nH]c1=O,7,-4,-7,8,5,1,11,-2
Oc1ccc(N2CCN(c3ncnc4sc(-c5ccccc5)cc34)CC2)cc1,-4,x,16,-5,x,x,x,22

# Further compounds
SMILES,CCR6 antagonist,UBC13 inh,EBI2 block,CXCR6 block,APJ antagonist,697 NFkB inh,Jurkat NFkB inh,Gli-Sufu block
O=C(N/N=C\C=C\c1ccc2c(c1)OCO2)C1COc2ccccc2O1 (stereo unspecified),6,-7,-10,7,8,5,-6,-2
O=S(=O)(Nc1ccc(Oc2ncccn2)c(Cl)c1)c1ccc(F)cc1,6,2,0,2,7,6,-3,13
CCn1c2ccccc2c2cc(NC(C)=O)ccc21,0,3,-3,-8,-7,8,9,1
O=C(COC(=O)CCc1c[nH]c(=O)[nH]1)Nc1ccccc1,13,0,-1,2,12,7,2,4
CCOC(=O)C1[C@H]2C(=O)N(C(C)c3ccc(OC)cc3)C[C@]23C=C[C@H]1O3 (stereo partly specified),-3,11,-2,7,0,16,5,10
Cn1cc(Cl)c(C(=O)NC2CCCCCC2)n1,16,-1,2,1,5,-23,-13,-11
O=C(O)CNC(=S)NCc1ccccc1,-1,-13,-6,-1,3,-1,-2,-3
O=C(O)CN1C(=O)/C(=C\c2ccccc2OCc2ccc(F)cc2)SC1=S,15,-6,-6,6,-1,9,3,-3
COC(CNC(=O)c1ccc2c(c1)nc(C)n2-c1ccc(F)c(F)c1)OC,-22,-1,1,4,-1,10,-4,1
CCCOc1ccc(C2c3c(oc4cc(C)c(C)cc4c3=O)C(=O)N2CCCN(C)C)cc1 (stereo unspecified),0,14,-2,8,-22,13,2,-7
Cc1cc(NC(=O)c2ccc(NC(=O)C3CCCO3)cc2)ccc1Br (stereo unspecified),-16,-5,28,-4,-6,-206,-26,-72
CCCCCCCCCCCC(=O)NC(C(=O)OCC)C(O)c1cccc([N+](=O)[O-])c1 (stereo unspecified),-6,-4,16,-2,-22,-4,6,19
COc1ccc(C(=O)N/N=C/c2sc(=O)n(Cc3cccc(C(=O)O)c3)c2Cl)cc1,2,-10,6,-14,-22,9,-5,-6
COc1ccnc(CSC(N)=Nc2ccccc2C(F)(F)F)c1,-8,4,1,-6,-13,-16,3,34
COc1ccccc1C(=O)N(Cc1ccc(C)o1)C1CCS(=O)(=O)C1 (stereo unspecified),5,-10,4,0,7,-9,-3,-9
Cc1nn(-c2ccc(F)cc2)c(Cl)c1/C=N/NC(=O)c1ccc(O)cc1,4,0,-8,-4,8,6,11,0
COc1ccc2c(c1)CCc1cc(C(=O)O)sc1-2,2,11,10,-6,-15,24,-5,6
Cc1cccc(N/C(N)=N/c2nc(C)c(Cc3ccccc3)c(=O)[nH]2)c1,0,-4,-8,0,-2,8,14,18
Nc1nc(Cl)cc(N2CCC(c3cc(-c4ccc(Cl)cc4Cl)n[nH]3)CC2)n1,-8,27,45*,-7,3,-9,27,20
Cc1ccc(N/C(N)=N/c2nc(C)cc(N3CCCCC3)n2)c(C)c1,3,10,-17,2,-23,-78,89*,85*
O=C(O)C(c1ccccc1)N1C(=O)/C(=C\c2ccc(-c3ccc(Br)cc3)o2)SC1=S (stereo unspecified),20,-76,12,15,27,-3,-10,6
Cc1onc(-c2ccccc2)c1C(=O)N/N=C/c1cn(C)c2ccccc12,-1,-3,-8,6,-4,-23,14,6
CCCC(=O)Nc1ccc(Cl)c(NC(=O)CC)c1,-9,1,8,-8,4,5,-1,-3
CCCCCN1C(=O)Cn2c(nc3ccccc3c2=O)C1C (stereo unspecified),7,8,4,-1,-11,0,-1,15
O=C(O)c1cccc(CSc2nnc(Cc3ccccc3)o2)c1,6,-5,-7,-9,12,-23,10,-25
Cc1ccc(C(C[N+](=O)[O-])c2c(-c3ccccc3O)[nH][nH]c2=O)cc1 (stereo unspecified),32,-7,-30,12,5,1,-4,4
CCCOC(=O)c1[nH]c2c(c1C)C(=O)CC(c1cccs1)C2 (stereo unspecified),-3,4,-21,6,-22,5,61*,47
CC(=O)c1ccc(NC(=S)NNC(=O)c2ccccc2[N+](=O)[O-])cc1,25,-5,2,15,18,-2,15,2
CCOC(=O)c1c(CN(C)C)n(-c2ccccc2)c2cc(Br)c(O)cc12,21,4,-1,3,4,5,12,11
O=c1oc2c3c(nn2c2ccccc12)CCCC3,0,-1,-4,-3,-17,-20,-1,1
Cc1ccc(/C=N/NC(=O)CCCOc2ccc(Cl)cc2Cl)cc1[N+](=O)[O-],0,27,15,2,6,-2,1,1
